pAkt inh = Akt phosphorylation inhibition. Neuro2A IGF-stimulated pAkt S473 HTRF, 20 min; active compounds read low. activity change, % for hits at 50 µM. 360,000 compounds, 0.32% hits. AID 651550; in the data active = activity change below about -80%; inconclusive = mostly about -51% to -80%; also: % is scaled to controls: 0 for no effect and ±100 for the full control effect
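Single-point screen (50 µM final compound) in Neuro2A cells stimulated 20 min with 6 nM IGF at 37 deg C. After lysis, Ser473-phosphorylated Akt read by HTRF (ex 330 nm, em 615/665 nm) as the 665/615 ratio.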
MmCpn inh = blocks the Methanococcus maripaludis chaperonin Mm-Cpn. purified Mm-Cpn ATPase, ADP Transcreener TR-FRET. Potency, µM (series often up to 76.9 µM), for the others: at the highest dose activity, negative = inhibition, hits mostly inhibitors. 330,000 compounds, 0.031% hits; also: potency is read from the fitted curve at half-maximal effect; % is scaled to controls: 0 for no effect and ±100 for the full control effect; nearly all actives have a fitted effect of over 80% in size
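Quantitative HTS used 25 nM Mm-CPN and 10 uM ATP in magnesium/KCl Tris buffer, pH 7.4, with 1 mM DTT. Hydrolysis ran 30 min at 37°C; ADP was read by HTRF.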
A549 viability = kills or reduces viability of A549 cells in Nrf2 counter-screen; A549 ARE-Fluc cells, CellTiter-Fluor viability, 18-24 h; Potency, µM (highest dose often 46 µM), for the others: at the highest dose activity change, negative = cytotoxicity, usual class: inhibitors; 390,000 compounds, 0.16% hits; also: potency is read from the fitted curve at half-maximal effect; % is scaled to controls: 0 for no effect and ±100 for the full control effect
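A549 ARE_Fluc cells in 5% FBS OPTI-MEM were exposed to compounds in concentration-response for 18-24 h at 37 deg C. Viability was read by CellTiter-Fluor fluorescence (Ex 405/Em 525) after 30 min, before the luciferase read.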
TGFb SMAD3 inh = TGF-b pathway inhibition; HepG2 CAGA-GFP TGF-b/SMAD3 reporter, GFP fluorescence, 18 h; TGF-beta stimulated, 500 pg/mL final; Potency, µM (series often up to 46.1 µM), inactives show at the top dose activity, negative = inhibition, most hits filed as inhibitors; 410,000 compounds, 1.2% hits; AID 588855; also: potency is read from the fitted curve at half-maximal effect; % is scaled to controls: 0 for no effect and ±100 for the full control effect; nearly all actives have a fitted effect of over 65% in size
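HEPG2 CAGA-GFP, 1000 cells/well; 2 h settle, 37 C; cpd via pin tool; TGF-b 500 pg/mL final; 18 h, 37 C; GFP imaging ex488/em500-530; %Activity normalised to -TGF-b and +DMSO controls; CRC fit, curve class.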
Nrf2 activator = activators of Nrf2 (ARE) signaling; AREc32 ARE-luciferase reporter (MCF7-derived line), luminescence, 24 h; Potency, µM (highest dose often 46.1 µM), without a hit: top-dose activation, usual class: activators; 410,000 compounds, 0.31% hits; AID 624171; also: potency is read from the fitted curve at half-maximal effect; % of control where 0% means no effect; nearly all actives have a fitted effect of over 65% in size
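AREc32 cells carrying an ARE-driven firefly luciferase reporter were seeded at 1000 cells/well in OPTI-MEM with 5% FBS, then exposed to compound for 24 hr at 37 deg C. Luminescence was read with Steady-Glo after 30 min at RT.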
EPAC2 ag = agonists of human EPAC2 (RAPGEF4). 360,000 compounds, 0.079% hits. EPAC2 activation, biochemical qHTS; response scale: 100% = 6.5 mM cAMP response. Potency, µM (highest dose often 154 µM), for inactives: at the top dose activation, hits mostly activators. Q8WZA2; also: potency is read from the fitted curve at half-maximal effect; nearly all actives have a fitted effect of over 50% in size
Target sequence (Q8WZA2 whole entry, looked up): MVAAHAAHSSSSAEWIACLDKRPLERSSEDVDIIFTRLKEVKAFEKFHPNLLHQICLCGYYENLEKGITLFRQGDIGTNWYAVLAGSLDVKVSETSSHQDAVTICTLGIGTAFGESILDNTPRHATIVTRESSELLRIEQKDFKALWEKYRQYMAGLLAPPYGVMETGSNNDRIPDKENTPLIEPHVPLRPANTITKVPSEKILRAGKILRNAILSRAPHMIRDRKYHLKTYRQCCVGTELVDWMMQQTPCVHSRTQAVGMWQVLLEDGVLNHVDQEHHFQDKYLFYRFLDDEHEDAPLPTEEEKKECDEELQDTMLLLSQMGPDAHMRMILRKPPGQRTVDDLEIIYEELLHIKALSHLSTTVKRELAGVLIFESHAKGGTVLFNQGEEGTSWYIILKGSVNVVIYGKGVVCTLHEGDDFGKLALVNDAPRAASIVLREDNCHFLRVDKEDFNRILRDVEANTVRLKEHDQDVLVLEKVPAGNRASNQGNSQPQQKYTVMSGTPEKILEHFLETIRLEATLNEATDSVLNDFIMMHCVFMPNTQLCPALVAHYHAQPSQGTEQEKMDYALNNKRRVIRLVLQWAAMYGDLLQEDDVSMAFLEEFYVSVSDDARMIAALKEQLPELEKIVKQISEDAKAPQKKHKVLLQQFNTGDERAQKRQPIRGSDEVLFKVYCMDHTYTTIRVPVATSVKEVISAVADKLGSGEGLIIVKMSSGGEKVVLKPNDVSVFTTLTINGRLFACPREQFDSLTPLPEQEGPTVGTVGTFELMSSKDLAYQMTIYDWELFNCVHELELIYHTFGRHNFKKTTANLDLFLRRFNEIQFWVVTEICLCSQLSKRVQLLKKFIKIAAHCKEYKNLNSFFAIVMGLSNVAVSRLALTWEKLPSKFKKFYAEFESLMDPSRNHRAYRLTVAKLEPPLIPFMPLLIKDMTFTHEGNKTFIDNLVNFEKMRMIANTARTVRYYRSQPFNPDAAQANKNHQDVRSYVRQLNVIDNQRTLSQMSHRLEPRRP
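qHTS, titration series. 100 nM EPAC2 / 250 nM Rap1B-BODIPY-GDP / 50 uM GDP; RT; ex 480/em 540 nm, 5-min reads to 30 min. Norm. to 6.5 mM cAMP = activation.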
Nrf2 inh = inhibitors of Nrf2 signaling. A549 ARE-Fluc reporter, luciferase luminescence, 18-24 h. Potency, µM (titrated, usually from 46 µM), for the others: at the highest dose activity change, negative = inhibition, actives largely listed as inhibitors. 360,000 compounds, 2.1% hits. AID 504444; also: potency is read from the fitted curve at half-maximal effect; % is scaled to controls: 0 for no effect and ±100 for the full control effect; nearly all actives have a fitted effect of over 60% in size
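A549 ARE_Fluc cells, 5000/well, 5% FBS OPTI-MEM; compounds in dose-response, 18-24 h at 37 °C/5% CO2; CellTiter-Fluor viability read (Ex 405/Em 525), then BugLite luciferase luminescence = Nrf2 activity.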
EPAC2 antagonist = EPAC2 (human) antagonism | Q8WZA2 | EPAC2 GEF exchange of Rap1B-BODIPY-GDP, fluorescence | Potency, µM (doses to about 114 µM), for the others: top-dose activity, negative = inhibition, most hits filed as inhibitors | 360,000 compounds, 0.18% hits; also: potency is read from the fitted curve at half-maximal effect; % is scaled to controls: 0 for no effect and ±100 for the full control effect; nearly all actives have a fitted effect of over 45% in size; many of its hits are not listed in these tables
CCT modulator = modulators of cytosolic chaperonin (CCT/TRiC) activity; purified chaperonin ATPase assay, HTRF ADP detection, 30 min; activity change, % (concentration not given with the values), hits read low; 360,000 compounds, 0.3% hits; in the data active = activity change below about -30%; also: % is scaled to controls: 0 for no effect and ±100 for the full control effect
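First, chaperonin was dispensed at 40 nM or 20 nM final depending on batch activity. Next, compounds were pinned at 76 uM and ATP added at 10 uM. After 30 min at 37 °C, ADP detection reagents ran 30 min at ambient temperature.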
Starred values were filed as active, the others as inactive; i = inactive; ? = inconclusive; / = not tested or not shown; & = joins results of further samples; [ ] = remark or other dose. Unless noted, calls follow the shape of the dose curve; as a rule, active = well fitted curve in the direction sought with a large enough effect; inconclusive = small, poorly fitted or top-dose-only effect, or another doubt; inactive = no such curve, though single readings can be large; an effect the other way counts as inactive or inconclusive.

No.	molecule	pAkt inh	MmCpn inh	A549 viability	TGFb SMAD3 inh	Nrf2 activator
1	COCCCNC(=O)CSc1nc2cc(C(=O)NCCOC)ccc2c(=O)n1Cc1ccc2c(c1)OCO2	i	0%	-1%	4%	-0.4%
2	CCOC(=O)c1[nH]c(C)c(C(=O)NCc2ccco2)c1C	i	1%	-7%	-11%	-0.8%
3	O=C(CCN1CCOCC1)NC12CC3CC(CC(C3)C1)C2	i	2%	11%	0%	0.3%
4	CCN(C(=O)CCNC(=O)Cn1cnc2ccccc2c1=O)c1cc(OC)ccc1OC	/	/	2%	5%	-0.3%
5	O=C(NCc1cccs1)C1CCN(S(=O)(=O)c2cccc3cccnc23)CC1	i	-4%	-2%	-1%	-1.0%
6	Cc1ccc(CC(=O)Nc2nnc(-c3ccc(F)cc3)o2)c(C)c1	i	-1%	2%	37%[activator]	-0.8%
7	Cc1cccc(C)c1-n1nnnc1SCSc1nnnn1-c1c(C)cccc1C	i	3%	0%[1.84 µM]	-24%	-0.5%
8	COc1ccc(NC(=O)C2CCN(c3ccc(Sc4ccc(C)cc4)nn3)CC2)cc1	/	/	-5%	-8%	-0.3%
9	COc1ccc(N2C(=O)c3ccccc3NC2c2ccc(OC)c(COc3ccccn3)c2)cc1 (stereo not given)	i	-3%	-5%&-3%	12%&-26%	5.7%
10	COc1cccc(CNC(=O)Cn2nc(N3CCN(c4ccccc4OC)CC3)ccc2=O)c1	/	/	17%	-8%	-0.5%

No.	EPAC2 ag	Nrf2 inh	EPAC2 antagonist	CCT modulator
1	-1%	-5%	7%	0.3
2	12%	?	5%	-1.1
3	-3%	?	0%	0.3
4	/	-3%	/	/
5	4%	-13%	-2%	-0.4
6	9%	0%	-9%	-1.6
7	14%	-20%	-5%	-1.1
8	/	6%	/	/
9	3%	?	-14%	-2.2
10	/	18%	/	/

(listing goes on)
No.	molecule	pAkt inh	MmCpn inh	A549 viability	TGFb SMAD3 inh	Nrf2 activator
11	CCOC(=O)c1c(NC(=O)c2cc(=O)c3c(C)cc(C)cc3o2)sc(C(C)=O)c1C	/	/	3%	-2%	-0.5%
12	COc1ccc(CCNC(=O)COC(=O)c2ccco2)cc1OC	i	?	2%	-15%	-0.2%
13	CCOC(=O)C(=O)N(C)c1c(CC)nc2c(OCc3ccc(OC(F)F)cc3)cccn12	i	/	/	8%	-0.3%[9.22 µM]
14	O=C(N/N=C/c1ccc(Sc2ccccn2)o1)c1cc2ccccc2cc1O	i	-3%	1%	-13%	6.4%
15	COC(=O)C1CCN(C(=O)CSc2ccccc2)CC1	i	-3%	12%	22%	0.0%
16	O=C1c2ccccc2C(=O)N1Nc1ccccc1	i	2%	-1%	3%	0.3%
17	COc1ccccc1N1CCN(C(=O)c2cnn(-c3ccc(F)cc3F)c2C2CCNCC2)CC1	/	/	3%	32%[activator]	-0.1%
18	COCC(C)n1c(SCC(=O)Nc2sccc2C(N)=O)nc2ccccc2c1=O (stereo not given)	i	-3%	-2%	2%	0.0%
19	NC(=O)C1=C[C@H](c2coc3ccccc3c2=O)C[C@H](OCCCCO)O1	i	/	8%	14%	4.0%
20	Cc1cc(C(=O)N/N=C2\CC(=O)c3ccccc32)c(C)n1-c1ccccc1	i	2%	2%	-6%	21%

No.	EPAC2 ag	Nrf2 inh	EPAC2 antagonist	CCT modulator
11	/	7%	/	/
12	7%	14%	3%	-3.1
13	3%	/	11%	-0.4
14	1%	24%	1%	-1.1
15	5%	20%	-5%	1.6
16	10%	-19%	-4%	-2.7
17	/	4%	/	/
18	10%	?	-15%	-0.4
19	1%	-1%	7%	-1.9
20	3%	?	9%	-3.1

12 structures out of the list, sorted by count of non-hydrogen atoms, rising.
No.	molecule	pAkt inh	MmCpn inh	A549 viability	TGFb SMAD3 inh	Nrf2 activator
16	O=C1c2ccccc2C(=O)N1Nc1ccccc1	i	2%	-1%	3%	0.3%
15	COC(=O)C1CCN(C(=O)CSc2ccccc2)CC1	i	-3%	12%	22%	0.0%
6	Cc1ccc(CC(=O)Nc2nnc(-c3ccc(F)cc3)o2)c(C)c1	i	-1%	2%	37%[activator]	-0.8%
19	NC(=O)C1=C[C@H](c2coc3ccccc3c2=O)C[C@H](OCCCCO)O1	i	/	8%	14%	4.0%
20	Cc1cc(C(=O)N/N=C2\CC(=O)c3ccccc32)c(C)n1-c1ccccc1	i	2%	2%	-6%	21%
14	O=C(N/N=C/c1ccc(Sc2ccccn2)o1)c1cc2ccccc2cc1O	i	-3%	1%	-13%	6.4%
18	COCC(C)n1c(SCC(=O)Nc2sccc2C(N)=O)nc2ccccc2c1=O (stereo not given)	i	-3%	-2%	2%	0.0%
11	CCOC(=O)c1c(NC(=O)c2cc(=O)c3c(C)cc(C)cc3o2)sc(C(C)=O)c1C	/	/	3%	-2%	-0.5%
8	COc1ccc(NC(=O)C2CCN(c3ccc(Sc4ccc(C)cc4)nn3)CC2)cc1	/	/	-5%	-8%	-0.3%
13	CCOC(=O)C(=O)N(C)c1c(CC)nc2c(OCc3ccc(OC(F)F)cc3)cccn12	i	/	/	8%	-0.3%[9.22 µM]
10	COc1cccc(CNC(=O)Cn2nc(N3CCN(c4ccccc4OC)CC3)ccc2=O)c1	/	/	17%	-8%	-0.5%
17	COc1ccccc1N1CCN(C(=O)c2cnn(-c3ccc(F)cc3F)c2C2CCNCC2)CC1	/	/	3%	32%[activator]	-0.1%

No.	EPAC2 ag	Nrf2 inh	EPAC2 antagonist	CCT modulator
16	10%	-19%	-4%	-2.7
15	5%	20%	-5%	1.6
6	9%	0%	-9%	-1.6
19	1%	-1%	7%	-1.9
20	3%	?	9%	-3.1
14	1%	24%	1%	-1.1
18	10%	?	-15%	-0.4
11	/	7%	/	/
8	/	6%	/	/
13	3%	/	11%	-0.4
10	/	18%	/	/
17	/	4%	/	/

Additional records:
No.	molecule	pAkt inh	MmCpn inh	A549 viability	TGFb SMAD3 inh	Nrf2 activator
21	CCOc1nc(Nc2ccc([N+](=O)[O-])cc2)nc(NC(C)(C)C)n1	i	-2%	1%	-30%	3.1%
22	Cc1nn(C)c(C)c1CN(C)S(=O)(=O)c1ccc2ccccc2c1	i	4%	-30%	-23%	-0.2%
23	Cc1cccc(NC(=O)C(=O)N/N=C/c2ccncc2)c1	i	-14%	5%	-4%	-0.2%
24	COc1ccc(NC(=O)Nc2cc(C(=O)O)ccc2N2CC3CC(C2)c2cccc(=O)n2C3)c(OC)c1 (stereo not given)	i	-1%	-1%	6%	1.6%

No.	EPAC2 ag	Nrf2 inh	EPAC2 antagonist	CCT modulator
21	4%	-29%	3%	-5.4
22	1%	2.5µM*	-13%	0.5
23	2%	-22%	-13%	-1.7
24	-8%	7%	-9%	1.6

The list is partial, so the mix of outcomes need not match the whole.
